KCNK3 inh: human KCNK3 channel inhibition, primary screen | actives 0.84% (n = 340,000) | B-score at 10 µM | AID 602410 | O14649 | CHO-KCNK3 thallium flux, FluxOR fluorescence; stronger effect = lower value;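 active means B-score under library mean minus 4 SD, starting fluorescence ratio at most library mean plus 5 SD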;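 further: more negative B-score means stronger inhibition of thallium flux through KCNK3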
GSK3beta inhib: human GSK3beta kinase inhibition; P49841; AID 2097; actives 0.038% (n = 300,000); activity score (negative = inhibition), % at 10 µM; GST-GSK3beta kinase, ADP-Glo luminescence, 60 min; stronger effect = lower value;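 active means more than half of replicate wells score below -50%, meaning over 50% inhibition versus plate controls; inconclusive means some replicates but at most half score below -50%; inactive means no replicate scores below -50%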;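 further: 0% = median DMSO wells and -100% = median GW8510 positive control wells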
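Test system: GST-tagged human GSK3beta kinase, cell-free; evaluation: activity score scaled between in-plate DMSO and GW8510 controls; measured by: ADP-Glo luminescence; incubation: 60 min reaction, RT; benchmarks: DMSO and 20 µM GW8510; reagent: peptide substrate plus 25 µM ATP (final); medium: Tris/MgCl2 kinase buffer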
RGS4 act: RGS4 potentiation or activation; actives 0.92% (n = 310,000); HEK293 M3R/inducible RGS4, carbachol calcium flux Fluo4; stronger effect = lower value; B-score at 10 µM;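 active means B-score of the integrated calcium signal more than 4 SD below the library mean, with starting fluorescence not abnormally high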;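 further: negative B-score means reduced calcium response which marks RGS4 activation or potentiation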
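Test system: HEK293 cells with stable M3R and inducible RGS4; also added: carbachol at ECmax as muscarinic agonist stimulus; schedule: dye loading 30 min 37 °C, buffer rest 30 min RT; technique: kinetic calcium fluorescence imaging with Fluo4-AM dye, 2 µM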
PolyA inhibitor: yeast polyadenylation inhibition | actives 0.02% (n = 300,000) | S. cerevisiae SKY197-pL101 polyadenylation reporter, beta-gal luminescence; efflux-impaired pdr1/pdr3 knockout yeast; score 100 = 6 SD above DMSO | calls only at 12 µM;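 active means lowest replicate activity score at least 50, where 100 means six control SD above control mean; inconclusive means lowest score under 50 but half or more replicates reach 50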;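 further: yeast exposed to compound for 9 h at 30 °C; higher score means more reporter readthrough which indicates perturbed polyadenylation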
GSK3A inh: human GSK-3 alpha kinase inhibition. P49840. ADP-Glo luminescence, 60 min. actives 0.1% (n = 320,000). inhibition, % at 10 µM;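 in the data active means inhibition above about 50%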;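 further: GST-tagged GSK-3 alpha with peptide substrate and 25 µM ATP; 0% = DMSO neutral wells and 100% = GW8510 positive control wells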
KCNQ1 pot: potentiates or activates the human KCNQ1 potassium channel. CHO-K1 KCNQ1, thallium flux FluxOR fluorescence; stronger effect = higher value. B-score at 10 µM. actives 0.35% (n = 310,000). AID 2648;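 active means fluorescence ratio B-score, a plate-corrected score, at least three library SD, with initial intensity B-score within 5 SD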
Target sequence (P51787 whole entry, looked up): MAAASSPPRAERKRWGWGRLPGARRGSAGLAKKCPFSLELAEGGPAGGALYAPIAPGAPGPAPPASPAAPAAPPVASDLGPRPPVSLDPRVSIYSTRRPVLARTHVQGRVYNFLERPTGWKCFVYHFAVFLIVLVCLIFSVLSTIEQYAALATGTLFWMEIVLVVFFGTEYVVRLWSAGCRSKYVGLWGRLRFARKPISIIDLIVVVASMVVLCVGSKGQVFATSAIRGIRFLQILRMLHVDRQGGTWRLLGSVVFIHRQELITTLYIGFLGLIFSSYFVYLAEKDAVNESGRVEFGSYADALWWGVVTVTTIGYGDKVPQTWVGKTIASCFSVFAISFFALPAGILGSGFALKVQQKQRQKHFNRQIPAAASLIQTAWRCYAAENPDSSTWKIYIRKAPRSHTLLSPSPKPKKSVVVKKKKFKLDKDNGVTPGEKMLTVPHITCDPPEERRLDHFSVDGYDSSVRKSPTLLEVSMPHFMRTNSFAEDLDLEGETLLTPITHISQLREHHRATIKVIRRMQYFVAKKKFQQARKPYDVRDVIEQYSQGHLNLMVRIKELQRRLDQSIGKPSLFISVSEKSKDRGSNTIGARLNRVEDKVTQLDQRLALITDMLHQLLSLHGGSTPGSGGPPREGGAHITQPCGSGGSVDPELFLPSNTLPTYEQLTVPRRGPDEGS
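assay system = CHO-K1 cells stably expressing KCNQ1 | medium = assay buffer, equal DMSO in all wells | timing = 37 °C overnight plating, 90-min dark dye load, 20-min compound pretreatment | measured by = kinetic FluxOR thallium fluorescence, 10-s 1-Hz baseline, 110-s post-stimulus read | measure = fluorescence change relative to baseline, converted to B score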
HDAC3 inhib: blocks human histone deacetylase 3 | recombinant HDAC3, fluorogenic peptide/trypsin coupled, fluorescence | AID 2718 | inhibition, % at 8.3 µM | actives 0.15% (n = 320,000); in the data active means inhibition above about 26%, passing the limit was not always enough; inconclusive means no clear call, values can overlap the other calls
KCNQ1 block: blocks the human KCNQ1 potassium channel; P51787; CHO-K1 KCNQ1, FluxOR thallium flux fluorescence; stronger effect = higher value; B-score at 10 µM; actives 1.3% (n = 310,000);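 active means compounds whose thallium flux B-score, printed positive for inhibition, exceeds three library SD while starting fluorescence stays within three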;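 further: channel opened by potassium depolarization with thallium stimulus after 20 min compound exposure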
KCNK9 inh: inhibitors of human KCNK9 two-pore domain potassium channel | HEK293 KCNK9, FluxOR thallium flux fluorescence; stronger effect = lower value | B-score at 10 µM | actives 1.2% (n = 310,000) | AID 488922;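 active means ratio B-score over 3 SD below the library mean, with starting fluorescence within 5 SD of its mean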;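 further: negative B-score means less thallium flux so channel inhibition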
Target sequence (Q9NPC2 whole entry, looked up, the tested form may be a part): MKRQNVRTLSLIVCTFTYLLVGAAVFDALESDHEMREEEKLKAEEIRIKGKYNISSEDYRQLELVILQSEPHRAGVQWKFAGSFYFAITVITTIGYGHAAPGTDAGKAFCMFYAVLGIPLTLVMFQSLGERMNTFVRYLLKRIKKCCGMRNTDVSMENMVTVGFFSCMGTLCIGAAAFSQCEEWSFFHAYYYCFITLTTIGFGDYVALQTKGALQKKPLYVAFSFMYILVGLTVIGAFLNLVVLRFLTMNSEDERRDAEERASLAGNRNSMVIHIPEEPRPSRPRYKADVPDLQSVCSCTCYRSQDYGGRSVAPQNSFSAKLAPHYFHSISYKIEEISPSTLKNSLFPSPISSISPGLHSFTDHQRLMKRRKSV
hERG rescue: compounds protecting human hERG from proarrhythmic drug block; Q12809; CHO-hERG, FluxOR thallium flux, dofetilide IC70 present; activation (rescue from dofetilide block), less the hit threshold, % at 10 µM; actives 0.51% (n = 310,000);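 active means activation above the mean of controls blocked by dofetilide plus 5 SD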;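 further: thallium influx through hERG after potassium depolarization seen as dye fluorescence rise; in these data hits start at about 4.7%; inactives centre near -7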
DYRK1A inh: inhibitors of rat Dyrk1A kinase; ADP-Glo luminescence, NFATc1 peptide; inhibition, % at 12.5 µM; actives 0.43% (n = 310,000); in the data active means inhibition above about 50%;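 further: plate controls were vehicle with enzyme for no effect and no enzyme for full effect; many of its hits are not listed in these tables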
* marks the source's active call; other numbers are inactive results; i = inactive; ? = inconclusive; / = no result given.

compound,KCNK3 inh,GSK3beta inhib,RGS4 act,PolyA inhibitor,GSK3A inh,KCNQ1 pot,HDAC3 inhib,KCNQ1 block,KCNK9 inh,hERG rescue,DYRK1A inh
COc1ccccc1CC(NC(C)=O)C(=O)NC1CCN(C(=O)c2cccc(Cl)c2)CC1 (configuration not stated),i,2,i,i,0,i,?,i,i,-7,-1
Cc1cc(-c2nnc(SCC(=O)Nc3ccc(F)c(F)c3)n2N)n[nH]1,i,3,i,i,-3,i,-4,i,i,-4,-2
Cc1ccc(S(=O)(=O)N2CCN(C(=O)CSc3nnnn3C)CC2)c(C)c1,i,6,i,i,-3,i,7,i,i,-11,-2
CN(C)c1ccc(S(=O)(=O)NCC(=O)NCC2CCCCC2)cc1[N+](=O)[O-],i,3,i,i,2,i,-1,i,i,0,-3
Cc1ccc(NC(=O)C(C)C(=O)Nc2ccc(C)cc2)cc1,i,-3,i,i,-2,i,-2,i,i,-8,-2
COc1ccc(-c2nc(CS(=O)CC(=O)NC3CCCCCC3)c(C)o2)cc1 (configuration not stated),i,2,i,i,-1,i,12,i,i,-6,0
CCOC(=O)c1sc(N(Cc2ccccc2)C(=O)CN2C(=O)CN(C)C2=O)nc1C,i,-2,i,i,0,i,3,i,i,-15,0
COc1ccc(-c2nn(-c3ccccc3)cc2C(=O)NC(=S)Nc2cc(Cl)ccc2Cl)cc1,i,1,i,i,-1,i,4,i,i,-11,-2
COc1ccc(NC(=O)C(Br)C(C)C)cc1 (configuration not stated),i,1,i,i,1,i,2,i,i,-20,-4
O=C(O)CSc1c2c(nc3cc(C(=O)N4CCOCC4)ccc13)CCCC2,i,1,i,i,1,i,4,i,i,-3,-1
CC(O)CNCCNCc1c(OCc2ccccc2)ccc2ccccc12 (configuration not stated),i,1,i,i,-1,i,1,i,i,-14,3
COc1ccc(OC)c(C(=O)N(C)C2CCCN(Cc3ccccc3F)C2)c1 (configuration not stated),i,-1,i,i,-1,i,5,i,i,-2,/
COc1cc(N=Cc2c(O)[nH]c3ccccc23)cc(OC)c1OC,i,-6,i,i,3,i,3,i,i,-22,21
CCN(CC)S(=O)(=O)c1cccc(NC2=NCCCCC2)c1,i,-3,i,i,-1,i,4,i,i,-8,1
CC(C)Cn1c(Br)nc2c1c(=O)n(CCC#N)c(=O)n2C,i,1,i,i,-2,i,4,i,i,-4,3
COc1cccc(NC(=S)N2CCN(S(=O)(=O)c3ccccc3)CC2)c1,i,-4,i,/,/,i,-2,i,i,-12,-3
Cc1cc(NC(=O)c2cccc(C)c2[N+](=O)[O-])no1,i,-1,i,i,0,i,2,i,i,0,2
CCCCN(C(=O)CSCc1c(C)noc1C)c1c(N)n(CCC)c(=O)[nH]c1=O,i,-3,i,i,-40,i,-5,i,i,-12,1
Cc1cc(NC(=O)c2ccc(C)c([N+](=O)[O-])c2)no1,i,-4,i,i,-1,i,0,i,i,-13,-3
COc1ccc(-c2nn(-c3ccccc3)cc2/C=C/C(=O)OCC(=O)Nc2ccccc2C#N)cc1,i,3,i,i,0,i,-8,i,i,-1,1
O=S(=O)(N/N=C/c1ccccc1F)c1ccccc1,i,1,i,i,4,i,0,i,i,-1,-6
O=C(Nc1cccc(C(F)(F)F)c1)Nc1ccc2[nH]c(=O)[nH]c2c1,i,-2,i,/,-1,i,-9,i,i,-12,-4
COc1cc(N2CCCC2)c(OC)cc1/C=C(/C#N)c1ccc(Br)cc1,i,3,i,i,2,i,2,i,i,-11,3
COc1cc(CNCCO)ccc1OCC(=O)Nc1ccc(Br)cc1,i,-12,i,i,0,i,3,i,i,-14,9
Cn1c(=O)c(C(=O)Nc2ccccc2S(N)(=O)=O)c(O)c2ccccc21,i,2,i,i,0,i,-5,i,i,-5,-6
N#Cc1ccccc1Cn1c(-c2cscn2)nc2ccccc21,i,3,i,i,-2,i,1,i,i,-12,1
COc1nc(-c2ccccc2)nc(C)c1CC(=O)O,i,1,i,i,-2,i,4,i,i,-12,9
Cc1nn(C(=O)N2CCOCC2)c(C)c1C,i,1,i,i,2,i,-1,i,i,-6,2
CC(C)=C(NC(=O)c1ccccc1)C(=O)Nc1cccc(C)c1,i,1,i,i,1,i,-3,i,i,-1,4
COc1cc(-c2cc3nc4ccccc4n3c(N)c2C#N)cc(OC)c1OC,i,2,i,i,2,i,/,i,i,-22,2

Remaining list, next part
SMILES | KCNK3 inh | GSK3beta inhib | RGS4 act | PolyA inhibitor | GSK3A inh | KCNQ1 pot | HDAC3 inhib | KCNQ1 block | KCNK9 inh | hERG rescue | DYRK1A inh
COc1ccc(S(=O)(=O)N2CCC(C(=O)N3CCOCC3)CC2)cc1Cl | i | 2 | i | i | -3 | i | -2 | i | i | -6 | -5
COc1cc(/C=N/Nc2nc3ccccc3s2)ccc1O | i | -2 | i | i | 0 | i | 0 | i | i | -9 | 0
CCOC(=O)C1=C(COC(=O)c2ncc(Cl)c(Cl)c2Cl)NC(=O)NC1C (configuration not stated) | i | 1 | i | i | 0 | i | -1 | i | i | -18 | 13
CCCc1cc(Nc2cccc(OC)c2)n2ncnc2n1 | i | 0 | i | i | 9 | i | 0 | i | i | -13 | 1
Cc1ccccc1CN1C(=O)C(C)S/C1=N/N=C/c1ccco1 (configuration not stated) | i | -2 | i | i | 0 | i | 2 | i | i | -11 | /
O=C(CN(Cc1ccccc1)S(=O)(=O)c1ccccc1)NC1CC1 | i | 2 | i | i | -1 | i | -5 | i | i | 1 | -1
Cc1ccc(NC(=O)c2cccs2)cc1NC(=O)c1ccccc1Cl | i | 2 | i | i | -2 | i | 1 | i | i | -4 | 3
COc1ccc(NC(=O)Cn2ncn3nc(-c4ccc(OC)cc4)cc3c2=O)cc1 | i | 3 | i | i | 0 | i | -2 | i | i | -7 | -2
CC(C)NS(=O)(=O)c1ccc(NC(=O)C2CCCCC2)cc1 | i | 1 | i | i | 1 | i | 2 | i | i | -15 | 2
O=C(OCn1ncc(Cl)c(Cl)c1=O)c1ccc(C(F)(F)F)cc1 | i | 3 | i | i | / | i | / | i | i | -12 | 0
CC1CC(C)(C)NC(=S)N1CCC(=O)NCc1ccc(F)cc1 (configuration not stated) | i | 0 | i | i | 0 | i | -2 | i | i | -9 | /
O=C(Nc1ccc(Br)cc1)C1C2C=CC3(O2)C1C(=O)N(CCN1CCOCC1)C3C(=O)NC1CCCCC1 (configuration not stated) | i | / | i | i | -2 | i | 1 | i | i | -4 | 8

Laid out differently: entries from further up.
> N#Cc1ccccc1Cn1c(-c2cscn2)nc2ccccc21
  KCNK3 inh = i
  GSK3beta inhib = 3
  RGS4 act = i
  PolyA inhibitor = i
  GSK3A inh = -2
  KCNQ1 pot = i
  HDAC3 inhib = 1
  KCNQ1 block = i
  KCNK9 inh = i
  hERG rescue = -12
  DYRK1A inh = 1

> COc1nc(-c2ccccc2)nc(C)c1CC(=O)O
  KCNK3 inh = i
  GSK3beta inhib = 1
  RGS4 act = i
  PolyA inhibitor = i
  GSK3A inh = -2
  KCNQ1 pot = i
  HDAC3 inhib = 4
  KCNQ1 block = i
  KCNK9 inh = i
  hERG rescue = -12
  DYRK1A inh = 9

> Cc1nn(C(=O)N2CCOCC2)c(C)c1C
  KCNK3 inh = i
  GSK3beta inhib = 1
  RGS4 act = i
  PolyA inhibitor = i
  GSK3A inh = 2
  KCNQ1 pot = i
  HDAC3 inhib = -1
  KCNQ1 block = i
  KCNK9 inh = i
  hERG rescue = -6
  DYRK1A inh = 2

Next structures:
SMILES | KCNK3 inh | GSK3beta inhib | RGS4 act | PolyA inhibitor | GSK3A inh | KCNQ1 pot | HDAC3 inhib | KCNQ1 block | KCNK9 inh | hERG rescue | DYRK1A inh
COC(=O)c1[nH]c(C)c(/C(O)=C2\C(=O)C(=O)N(CCN(C)C)C2c2cc(OC)ccc2OC)c1C (configuration not stated) | i | 5 | i | i | 0 | i | -2 | i | i | -3 | -1
Cn1cccc1/C=N/NC(=O)c1ccco1 | i | 2 | i | i | -1 | i | 8 | i | i | -16 | 3
CCC(=O)Nc1ccc(C(=O)n2ccc(C)n2)cc1 | i | 1 | i | i | -2 | i | 11 | i | i | 0 | 1
OCCNCCCCSc1ccc(Cl)cc1 | i | -2 | i | / | / | i | 0 | i | i | -1 | 1
COCCN(C(=O)CSc1nnc(-c2cccc(F)c2)n1N)c1c(N)n(Cc2ccccc2)c(=O)[nH]c1=O | i | / | i | i | -2 | i | -2 | i | i | -2 | /
COc1cc(NS(=O)(=O)c2ccc(NC(=S)NC(=O)C3CCCC3)cc2)nc(OC)n1 | i | 0 | i | i | 1 | i | 3 | i | i | -18 | -3
COCCCn1c(SCC(=O)OC2CCCCC2)nnc1-c1ccco1 | i | 3 | i | i | -1 | i | 4 | i | i | -7 | 0
COc1cc(-c2cc(C(=O)Nc3ccc(S(=O)(=O)NCc4ccco4)cc3)c3ccccc3n2)cc(OC)c1OC | i | -1 | i | i | 0 | i | -2 | i | i | -13 | 0
C=CCC1(NCc2ccco2)CCN(CC)CC1 | i | 3 | i | i | 1 | i | -5 | i | i | -9 | 7
CCC(CC)C(=O)NCc1ccc(OC)cc1 | i | -2 | i | i | -3 | i | 0 | i | i | -10 | /
CC(C)(C)c1ccc(C(=O)N/C(=C\c2cccs2)C(=O)N2CCOCC2)cc1 | i | 3 | i | i | -3 | i | 9 | i | i | -5 | 7
C=CCSc1nnc(NC(=O)c2cn(CC)c3nc(C)ccc3c2=O)s1 | i | 0 | i | i | -2 | i | -6 | i | i | -9 | /

High-throughput results (PubChem)

These rows are one share of the data (hit frequency here may not be typical).
